proCasp3 act: activators of human procaspase-3. recombinant procaspase-3 D3A, Ac-DEVD-pNA absorbance 405 nm. 330,000 tested, 0.11% active. AID 463141. P42574. activation, % at 8.5 µM;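 active = activation above the mean of all tested compounds plus 3 SD, cut at about 21% in these data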;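 note: 0% = DMSO alone and 100% = DMSO wells spiked with extra 5 µM PC-3 D3A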
Target sequence (P42574 whole entry D9A/D28A/D175A): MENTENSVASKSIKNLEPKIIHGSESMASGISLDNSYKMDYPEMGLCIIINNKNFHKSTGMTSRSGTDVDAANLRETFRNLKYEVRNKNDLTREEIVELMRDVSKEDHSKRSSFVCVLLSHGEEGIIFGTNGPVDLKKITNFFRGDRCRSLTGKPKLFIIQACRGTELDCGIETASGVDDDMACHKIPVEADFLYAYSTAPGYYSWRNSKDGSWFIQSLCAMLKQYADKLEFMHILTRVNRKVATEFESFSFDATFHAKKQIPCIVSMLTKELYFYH
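Assay system – Procaspase-3 D3A mutant · Benchmarks – DMSO low control, extra-enzyme high control · Technique – 405 nm absorbance of p-nitroaniline, reads at 0 and 120 min · Doses – 8.5 µM nominal · Measure – % activation between DMSO and enzyme-spiked controls · Also added – Ac-DEVD-pNA chromogenic peptide substrate · Schedule – 1 h compound preincubation, 2 h substrate hydrolysis at 25 °C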
TPT1 inhibitor: inhibitors of Candida albicans tRNA 2'-phosphotransferase TPT1. recombinant caTPT1, FP RNA substrate dephosphorylation. inhibition, % at 5 µM. 300,000 tested, 0.81% active;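 active = inhibition above the mean of all tested compounds plus 3 SD, set per screening campaign, cut at about 24% in these data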;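 note: plate controls were DMSO alone for no effect and ferristatin control at 100 nM for full effect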
PP5 primary: PP5 (human) phosphatase inhibition; AID 1987; purified PP5c, OMFP substrate fluorescence; P53041; 320,000 tested, 0.18% active; inhibition, % at 6.7 µM;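 active = inhibition above the campaign's mean inhibition across all tested compounds plus 3 SD, cut at about 9.5% in these data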;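 note: 0% = DMSO only and 100% = 100 µM cantharidin control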
PP1 inh: blocks human PP1-alpha phosphatase, a PP5 counter-screen | P62136 | purified PP1alpha, OMFP fluorescence | inhibition, % at 6.7 µM | 320,000 tested, 0.9% active;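 active = inhibition above the mean inhibition of all tested compounds plus 3 SD, computed separately for each screening campaign, cut at about 15% in these data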
Target sequence (P62136 whole entry, looked up): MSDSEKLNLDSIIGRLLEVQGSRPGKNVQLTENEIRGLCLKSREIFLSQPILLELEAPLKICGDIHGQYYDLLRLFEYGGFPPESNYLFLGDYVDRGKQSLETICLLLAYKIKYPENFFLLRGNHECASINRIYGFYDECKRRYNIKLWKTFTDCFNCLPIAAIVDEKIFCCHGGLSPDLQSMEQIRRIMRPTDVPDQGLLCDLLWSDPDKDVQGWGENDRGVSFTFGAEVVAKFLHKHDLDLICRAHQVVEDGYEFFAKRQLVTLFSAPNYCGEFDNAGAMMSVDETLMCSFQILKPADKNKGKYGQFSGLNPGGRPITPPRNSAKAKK
GASC-1 inh: inhibitors of human GASC-1 (JMJD2C) demethylase; Q9H3R0; GST-JMJD2C(1-420) H3K9me3 demethylation, DELFIA europium; inhibition, % at 2.35 µM; 330,000 tested, 0.069% active; AID 2099;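 active = more than half of a compound's replicate wells show inhibition beyond 50%, single wells judged on their own value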;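 note: signal counts dimethyl H3K9 product captured on neutravidin plate; 0% = median of DMSO wells and 100% = 0.3 times that DMSO median; strong numbers were not always called active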
Target sequence (Q9H3R0 1-420 limits assumed): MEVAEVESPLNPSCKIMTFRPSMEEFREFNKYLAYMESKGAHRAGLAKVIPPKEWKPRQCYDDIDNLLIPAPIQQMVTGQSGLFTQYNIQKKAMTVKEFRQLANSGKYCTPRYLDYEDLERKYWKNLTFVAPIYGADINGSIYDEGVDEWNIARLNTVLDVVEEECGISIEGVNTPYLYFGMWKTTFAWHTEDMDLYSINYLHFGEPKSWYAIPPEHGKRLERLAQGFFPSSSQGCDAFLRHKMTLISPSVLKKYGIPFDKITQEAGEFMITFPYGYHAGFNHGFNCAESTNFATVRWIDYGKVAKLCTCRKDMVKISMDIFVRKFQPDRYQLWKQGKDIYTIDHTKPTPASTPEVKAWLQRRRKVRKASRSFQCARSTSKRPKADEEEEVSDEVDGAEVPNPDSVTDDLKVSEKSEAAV
Efflux pump mplx: inhibitors of Candida antifungal efflux pumps expressed in yeast; S. cerevisiae Candida pump triplex, Nile Red efflux; inhibition, % at 10 µM; 330,000 tested, 0.44% active; AID 485275;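 active = plate passing quality check with inhibition over a set limit, or well fluorescence over plate mean plus 4 SD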;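 note: Nile Red retained in pooled yeast measured as flow cytometry median fluorescence; 0% = buffer negative control and 100% = Enniatin B positive control; higher means more Nile Red kept so more efflux inhibition; some compounds called inactive have numbers as strong as hits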
procasp7 counter: counter-screen: procaspase-7 (human) activation | P55210 | recombinant procaspase-7, Ac-DEVD-pNA absorbance 405 nm; D23A/D198A/D206A triple mutant, cannot self-cleave; scale: DMSO 0, 5 µM enzyme 100 | activation, % at 8.5 µM | 330,000 tested, 0.093% active | AID 463210;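 active = percent activation above the screen-wide mean plus 3 SD, cut at about 25% in these data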
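buffer or medium = Zinc-free HEPES/NaCl buffer, pH 7.4 | material = Procaspase-7 triple mutant (PC-7 D3A) | input = 2 µM procaspase-7 mutant as dispensed | signal = Epi-absorbance of released pNA at 405 nm, two timepoints | timing = 1 h preincubation, 2 h reaction | replicates = singlicate compound testing | evaluation = % activation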
core dimer inh: blocks dimerization of HCV core protein; TR-FRET GST/Flag-core106 dimerization, 1536-well; inhibition, % at 5 µM; 300,000 tested, 0.33% active;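 active = inhibition above the mean of all tested compounds plus 3 SD, set per screening campaign, cut at about 45% in these data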
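test system = GST/Flag-tagged HCV core106 proteins | probe or stimulus = Eu donor and XL665 acceptor anti-tag antibodies | times = compound-protein-antibody incubation 4 h at 22.5 °C | signal = TR-FRET, excitation 340 nm, emission 617 and 671 nm | measure = percent inhibition of core106 dimerization signal | controls = wells lacking GST-core106 and wells with excess unlabelled core106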
CTSL1 counter: blocks F. hepatica cathepsin L1 in PFM18AAP counter-screen; 300,000 tested, 0.49% active; recombinant F. hepatica cathepsin L1, Z-Leu-Arg-MCA fluorescence; inhibition, % at 5.96 µM;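 active = inhibition above the mean of all tested compounds plus 3 SD, set per screening campaign, cut at about 17% in these data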;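 note: 0% = plate median of test compound wells and 100% = 1 µM Z-Phe-Ala-diazomethylketone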
* marks the source's active call; other numbers are inactive results; i = inactive; x = no result given.

SMILES | proCasp3 act | TPT1 inhibitor | PP5 primary | PP1 inh | GASC-1 inh | Efflux pump mplx | procasp7 counter | core dimer inh | CTSL1 counter
COCCNC(=O)CCc1c(C)nc2c(-c3ccc(F)cc3)c(C)nn2c1C | 7 | -1 | -0.5 | 1 | -3 | -0.2 | 4 | -7 | -1
CCc1ccc(NC(=O)Cn2cnc([N+](=O)[O-])c2)cc1 | -10 | -1 | 2.4 | 2 | 6 | 0.5 | -3 | -8 | 1
CC1=CC(=C2C(=O)c3ccccc3C2=O)C=C(C)N1Cc1ccco1 | -7 | 1 | 4.2 | 1 | -1 | 0.0 | -6 | -2 | 4
O=c1[nH]c2ccccc2cc1-c1nnn(-c2ccc(F)cc2)n1 | -3 | 3 | 1.8 | 3 | 12 | -0.1 | -3 | 3 | 2
Cc1ccc(Nc2nc(Cl)nc(NC3CCCCC3)n2)cc1 | 2 | -2 | 3.9 | 0 | -10 | -0.1 | 1 | 7 | 4
Cc1[nH]n(-c2ccccc2)c(=O)c1CCOC(=O)c1ccc(C(F)(F)F)cc1 | 0 | 1 | 2.2 | 4 | 19 | -0.2 | 1 | -8 | 3
CCC(Oc1ccccc1)C(=O)Nc1ccc(C)c(S(=O)(=O)N2CCOCC2)c1 (stereo not given) | 0 | 2 | -1.2 | -7 | 140 | 0.0 | 2 | 1 | -3
O=C1Cc2cc(S(=O)(=O)Nc3ccccc3Cl)cc3c2N1CCC3 | 6 | -4 | -2.6 | 3 | 18 | -0.1 | 2 | 10 | 0
COc1ccc(-c2[nH]nc3oc(=O)cc(C)c23)cc1 | -4 | -1 | 0.1 | -1 | i | 0.0 | 6 | -3 | 6
CC(=O)c1ccc(S(=O)(=O)N(C)CC(=O)Nc2ccc(C)cc2)cc1 | 0 | x | 0.4 | -5 | 8 | 0.0 | 5 | x | x
CCCn1c2ccccc2c2cc(C(=O)O)ccc21 | 4 | -1 | -0.1 | -2 | -2 | -0.1 | 5 | 3 | 0
Cc1ccc(/C=C/C(=O)N2CCC(Cc3ccccc3)CC2)cc1 | -1 | -1 | 5.2 | 3 | -1 | -0.2 | 6 | 13 | -1
COc1cc(OC)cc(C(=O)Nc2ccc(N(C)C)c3ccccc23)c1 | -3 | 2 | -1.2 | -2 | -5 | -0.1 | -1 | 2 | -3
COc1cc(CNC(C)C)c(Br)cc1OC1CCCC1 | 4 | 3 | 2.5 | -6 | 54 | 0.1 | 0 | 0 | 0
Cc1ccc(Sc2c([N+](=O)[O-])c(C)nn2C)cc1 | 0 | -2 | 2.7 | 0 | 2 | -0.2 | -2 | -4 | -3
Cc1ccccc1NC(=O)c1cccc2c1C(=O)N(C1CCCCC1)C2 | -3 | -2 | 0.0 | -1 | 2 | -0.1 | 12 | 9 | -4
O=C(NCCN1CCN(c2ccccc2)CC1)Nc1ccccc1Cl | -4 | -2 | 1.1 | -3 | -2 | -0.1 | -2 | -6 | 0
CN(C)CCNC(=O)C1(O)c2cc(Br)ccc2NC(=O)N1c1ccc(Cl)cc1 (stereo not given) | 0 | -1 | 0.5 | -2 | -13 | -0.1 | 5 | 4 | -4
CCC1CCCCN1C(=O)CCNC(=O)Cn1cnc2ccccc2c1=O (stereo not given) | 5 | -3 | 0.2 | 0 | 2 | -0.5 | -1 | -3 | 0
O=C(c1cc(C2CC2)nc2ccccc12)N1N=C(C(F)F)CC1(O)C(F)F (stereo not given) | 13 | -2 | -1.6 | -2 | 5 | -0.1 | 8 | -5 | 0

Shown with two lines to a compound: two of the compounds above
Each structure is followed by: proCasp3 act	TPT1 inhibitor	PP5 primary	PP1 inh	GASC-1 inh	Efflux pump mplx	procasp7 counter	core dimer inh	CTSL1 counter
- COCCNC(=O)CCc1c(C)nc2c(-c3ccc(F)cc3)c(C)nn2c1C
  7	-1	-0.5	1	-3	-0.2	4	-7	-1
- CCc1ccc(NC(=O)Cn2cnc([N+](=O)[O-])c2)cc1
  -10	-1	2.4	2	6	0.5	-3	-8	1

Additional results follow.
SMILES | proCasp3 act | TPT1 inhibitor | PP5 primary | PP1 inh | GASC-1 inh | Efflux pump mplx | procasp7 counter | core dimer inh | CTSL1 counter
COc1cccc(NS(=O)(=O)c2ccc(C)c(C(=O)N3CCCCC3)c2)c1 | -3 | 1 | -1.6 | 3 | -25 | 0.1 | -10 | 11 | -1
COc1ccc(C2=NNC(c3ccco3)=Nc3ccc(F)cc32)cc1 | -11 | -2 | -1.3 | -6 | 8 | 0.7 | 3 | 3 | -3
CCOc1ccc(OCCC(=O)NNC(=O)c2cc(C)oc2C)cc1 | 6 | 0 | -0.8 | -3 | 2 | 0.1 | -3 | 0 | 8
CCOC(=O)[C@H]1[C@H]2COc3ccc(Cl)cc3[C@@H]2N2C(=O)CN(Cc3ccccc3)C(=O)[C@@]12C | 2 | x | 1.3 | -3 | 3 | 0.1 | 6 | x | x
O=C1COc2ccc(C(=O)COC(=O)C3CC(O)CN3S(=O)(=O)c3ccc(Cl)cc3)cc2N1 (stereo not given) | -6 | 2 | -2.1 | -2 | 7 | 0.1 | 12 | 8 | -2
COc1ccc(/C=C/C(=O)NCC(=O)N/N=C/c2ccc(OC)cc2)cc1 | 8 | -1 | 4.6 | 1 | -3 | 0.1 | 4 | -9 | 0
CN(C)CCN(C(=O)C1CCCCC1)c1nc2cc3c(cc2s1)OCO3 | -1 | 1 | 3.1 | 0 | 3 | 0.0 | 3 | 8 | 1
CSCCC1NC(=O)N(CC(=O)N2N=C(c3ccc(Cl)cc3)CC2c2ccco2)C1=O (stereo not given) | 7 | 1 | 3.1 | 7 | -6 | 0.1 | 8 | 6 | 0
CCCc1nnc(SCC(=O)N(CC)CC)n1CC1CCCO1 (stereo not given) | -1 | -7 | 0.2 | -2 | 4 | -0.3 | 3 | -5 | 3
C/C(N)=C(/C#N)C(=O)COC(=O)CSc1ccc2ccccc2c1 | 3 | 2 | 0.8 | 0 | 6 | -0.1 | 6 | -10 | -8
O=S(=O)(c1ccc(Cl)cc1)N1CCN(CCc2ccccc2)CC1 | -3 | -2 | 1.2 | 1 | 29 | 0.0 | 5 | -16 | 6
COC(=O)C(C)Sc1ccc2nnc(CCNS(=O)(=O)c3ccc(C)cc3)n2n1 (stereo not given) | 4 | 0 | 0.3 | -3 | 17 | 0.1 | 6 | 4 | -2
COc1ccc(C(=O)C2CCCN(Cc3cn[nH]c3-c3ccccc3)C2)cc1OC (stereo not given) | 2 | 1 | 0.1 | -4 | 7 | -0.1 | 1 | 2 | 6
CC(=O)Oc1ccc(C(=O)OCC(=O)c2c(N)n(C)c(=O)n(C)c2=O)cc1OC(C)=O | -5 | -1 | -0.3 | -4 | 39 | -0.1 | 8 | 0 | -1
COc1cc(OC)cc(C(=O)NCC(=O)OCC(=O)N2CCc3ccccc32)c1 | 7 | 2 | 3.4 | -1 | -12 | 0.4 | -3 | 5 | -11
CN(C)c1ccc(C(=O)OCC(=O)N2CCCCCC2)cc1 | 4 | 2 | 0.2 | -2 | -14 | 0.3 | 8 | 4 | -5
O=C(CCNS(=O)(=O)c1cccs1)N1CCN(c2cccc(Cl)c2)CC1 | -1 | 2 | 1.4 | -2 | 0 | -0.1 | 1 | 1 | 0
COCCNC(=O)c1c(NC(=O)c2nc(SC)ncc2Cl)sc2c1CCCC2 | -2 | 3 | 1.3 | 1 | 9 | 0.3 | -1 | 4 | -2
COC(=O)Nc1nc(-c2cc(Cl)ccc2Cl)cs1 | -4 | 0 | 1.4 | -1 | 23 | 0.2 | -2 | -2 | -2
CCOc1ccc(S(=O)(=O)N2CCN(C(=O)c3ccc(C)c(S(=O)(=O)N4CCOCC4)c3)CC2)cc1 | 10 | x | x | x | 2 | 0.5 | 10 | x | x
CCCc1[nH]nc2c1C(c1ccncc1)C(C#N)=C(N)O2 (stereo not given) | -11 | -4 | 0.7 | 5 | x | -0.2 | -9 | 0 | 5
CSc1ccc(C(=O)C2CCCN(S(=O)(=O)N(C)C)C2)cc1 (stereo not given) | -4 | -4 | -1.5 | 0 | 2 | 0.0 | 7 | 0 | 1
COc1ccc(OC)c(NC(=O)C2CCCN(S(=O)(=O)c3cccc4nsnc34)C2)c1 (stereo not given) | -13 | 5 | 0.6 | 2 | 12 | 0.2 | 4 | 10 | 4
Cc1c(Cl)cccc1NC(=O)C1CCCCC1 | 2 | -6 | 1.1 | -2 | -2 | 0.3 | 2 | -5 | 1
O=C(N/N=C/c1c(O)n(-c2ccc(Cl)cn2)c(=O)c2ccccc12)c1ccncc1 | -6 | 130* | -0.3 | -3 | 10 | -0.1 | -12 | -17 | 3
N=c1c2c(ncn1CCN1CCOCC1)Oc1ccc3ccccc3c1C2c1ccccc1 (stereo not given) | -6 | -1 | 3.9 | 6 | -15 | 0.1 | -1 | -5 | -3
Cc1noc(C)c1S(=O)(=O)N1CCN(c2ccccc2)CC1 | -4 | 0 | 1.1 | -1 | 4 | 0.2 | 2 | -14 | -1
Cn1nc(-c2ccccc2F)c2cc(C(=O)N3CCN(C(=O)c4ccco4)CC3)sc21 | 10 | 0 | -0.2 | 0 | -6 | -0.1 | 13 | 5 | 1
CCCn1cc(S(=O)(=O)c2ccccc2)c(=O)c2cc(OCC)ccc21 | -1 | 0 | 1.8 | 2 | -10 | -0.1 | -1 | -1 | -3

Entries from the list above with fluorine (6):
SMILES | proCasp3 act | TPT1 inhibitor | PP5 primary | PP1 inh | GASC-1 inh | Efflux pump mplx | procasp7 counter | core dimer inh | CTSL1 counter
COCCNC(=O)CCc1c(C)nc2c(-c3ccc(F)cc3)c(C)nn2c1C | 7 | -1 | -0.5 | 1 | -3 | -0.2 | 4 | -7 | -1
O=c1[nH]c2ccccc2cc1-c1nnn(-c2ccc(F)cc2)n1 | -3 | 3 | 1.8 | 3 | 12 | -0.1 | -3 | 3 | 2
Cc1[nH]n(-c2ccccc2)c(=O)c1CCOC(=O)c1ccc(C(F)(F)F)cc1 | 0 | 1 | 2.2 | 4 | 19 | -0.2 | 1 | -8 | 3
O=C(c1cc(C2CC2)nc2ccccc12)N1N=C(C(F)F)CC1(O)C(F)F (stereo not given) | 13 | -2 | -1.6 | -2 | 5 | -0.1 | 8 | -5 | 0
COc1ccc(C2=NNC(c3ccco3)=Nc3ccc(F)cc32)cc1 | -11 | -2 | -1.3 | -6 | 8 | 0.7 | 3 | 3 | -3
Cn1nc(-c2ccccc2F)c2cc(C(=O)N3CCN(C(=O)c4ccco4)CC3)sc21 | 10 | 0 | -0.2 | 0 | -6 | -0.1 | 13 | 5 | 1

Screening data (PubChem)
